PriA SSB inh – blocks PriA binding to SSB C-terminal tail | AlphaScreen SSBct-PriA binding, biotinylated peptide | inhibition, % at 33 µM | 430,000 compounds, 0.6% hits | AID 1272365; in the data active = inhibition mostly above about 37%, no sharp cut-off; inactive = mostly below about 20%;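 note: plate controls were negative control peptide for no effect and reference peptide for full effect; strong numbers were not always called active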
CCHFV vOTU inh – blocks the CCHF virus ovarian tumor domain protease; CCHFV vOTU protease, Pep-AMC fluorescence; inhibition, % at 11.5 µM; 370,000 compounds, 0.55% hits; AID 651958; in the data active = inhibition above about 30%; note: 0% = vehicle wells with enzyme and 100% = no enzyme wells
VHR inh abs – inhibitors of human VHR1 phosphatase (DUSP3); inhibition, % at 13.3 µM; recombinant VHR phosphatase, pNPP absorbance; 290,000 compounds, 0.52% hits; P51452; AID 1654; in the data active = inhibition above about 50%; note: some compounds called inactive have numbers as strong as hits
Target sequence (P51452 whole entry, looked up): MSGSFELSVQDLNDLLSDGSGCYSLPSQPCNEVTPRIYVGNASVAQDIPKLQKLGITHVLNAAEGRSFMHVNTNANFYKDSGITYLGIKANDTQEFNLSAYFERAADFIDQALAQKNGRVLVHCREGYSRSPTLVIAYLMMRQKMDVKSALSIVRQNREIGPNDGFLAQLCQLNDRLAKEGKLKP
PrPC surface inh – inhibitors of human cell surface prion protein PrPC | P04156 | TR-FRET read-out | inhibition, % at 13.8 µM | 370,000 compounds, 0.43% hits; in the data active = inhibition above about 24%; note: 0% = median of the test wells and 100% = reference compound wells
Anthrax LF inh2 – blocks Bacillus anthracis lethal factor protease; P15917; multiplex microsphere protease cleavage assay, LF; inhibition, % at 10 µM; 360,000 compounds, 0.12% hits; AID 588501; note: plate controls were buffer without enzyme for full effect and enzyme alone for no effect
MazF activator – activators of E. coli MazEF toxin-antitoxin RNase | FAM/BHQ RNA-DNA oligo cleavage fluorescence, 5 h | activation, % at 20 µM | 350,000 compounds, 0.32% hits; in the data active = activation above about 50%
Target sequence (P0AE70 whole entry, looked up): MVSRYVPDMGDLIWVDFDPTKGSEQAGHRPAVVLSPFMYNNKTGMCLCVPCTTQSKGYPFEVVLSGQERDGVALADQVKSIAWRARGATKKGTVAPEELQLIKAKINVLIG
BoNT F protease – blocks Botulinum neurotoxin F light chain protease; Multiplex microsphere protease cleavage assay, flow cytometry; inhibition, % at 10 µM; 360,000 compounds, 0.22% hits; AID 588497; in the data active = inhibition above about 35%, passing the limit was not always enough; inconclusive = no clear call, values can overlap the other calls; note: plate controls were buffer without enzyme for full effect and enzyme alone for no effect
SARS 3CLpro inh – SARS-CoV 3CLpro protease inhibition; recombinant SARS-CoV 3CLpro, quenched FRET peptide cleavage; 290,000 compounds, 0.14% hits; AID 1706; inhibition, % at 6 µM; in the data active = inhibition above about 12%
Rv3671c protease – inhibitors of M. tuberculosis serine protease Rv3671c; 320,000 compounds, 0.048% hits; inhibition, % at 5.96 µM; in the data active = inhibition above about 38%;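 note: extracellular domain of Rv3671c used as enzyme; 0% = enzyme with DMSO and 100% = no enzyme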
Target sequence (P9WHR9 whole entry, looked up, the tested form may be a part): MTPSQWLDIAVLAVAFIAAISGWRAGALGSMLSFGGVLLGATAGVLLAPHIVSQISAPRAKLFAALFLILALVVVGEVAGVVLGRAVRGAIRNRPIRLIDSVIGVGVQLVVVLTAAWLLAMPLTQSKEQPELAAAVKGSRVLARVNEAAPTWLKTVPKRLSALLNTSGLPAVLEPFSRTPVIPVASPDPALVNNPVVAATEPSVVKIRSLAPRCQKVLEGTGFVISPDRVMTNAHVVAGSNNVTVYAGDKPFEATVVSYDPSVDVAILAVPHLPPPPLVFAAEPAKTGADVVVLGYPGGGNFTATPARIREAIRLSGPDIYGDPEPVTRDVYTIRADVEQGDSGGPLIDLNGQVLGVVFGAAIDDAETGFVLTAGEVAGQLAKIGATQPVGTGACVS
BoNT A protease – inhibitors of Botulinum neurotoxin A light chain protease; multiplex microsphere protease substrate cleavage, flow cytometry; inhibition, % at 10 µM; 360,000 compounds, 0.17% hits; AID 588499; note: plate controls were buffer without enzyme for full effect and enzyme alone for no effect
* = called active by the depositor; ? = inconclusive; / = not tested or not shown. Cut-off read from the data, not from the text of the source, unless noted: active = inhibition above about 30%; inconclusive = no clear call, values can overlap the other calls; inactive = below that.

item | smiles | PriA SSB inh | CCHFV vOTU inh | VHR inh abs | PrPC surface inh | Anthrax LF inh2
1 | O=C(Nc1ccc(Cl)cc1C(=O)Nc1ccncc1)c1ccco1 | 19 | 9 | 4 | 2 | -2
2 | CCCC1NC(=S)NC(C)=C1C(C)=O (centres undefined) | -10 | 12 | -8 | -6 | 4
3 | Cc1cc(C)n2c(=S)[nH]nc2n1 | 2 | 5 | 16 | 6 | 1
4 | CC1CCCC(C)N1C(=O)Cn1cc(C#N)c2ccccc21 (centres undefined) | -8 | -9 | 16 | -5 | 0
5 | COc1ccc(NC(=O)c2cc3ccccc3cc2O)cc1 | -22 | 10 | -7 | -5 | 8
6 | C/C(=N\Nc1cc(C)nc(-c2ccccc2O)n1)c1ccccc1O | / | -9 | 1 | 4 | 1
7 | Cc1nc(N2CCC(C)CC2)c2c(C)c(C(=O)Nc3cc(F)ccc3C)sc2n1 | -3 | -7 | -21 | 7 | -3
8 | CCOc1cc(NS(=O)(=O)CC)c(OCC)cc1NC(=O)c1ccco1 | 12 | -4 | 8 | 0 | -2
9 | O=C(NC1(C(F)(F)F)C(=O)Nc2c1c(=O)[nH]c(=O)n2-c1ccc(F)cc1)c1cccnc1 (centres undefined) | 1 | 5 | 19 | 0 | -7
10 | CC(Sc1nc2c([nH]c3ccccc32)c(=O)n1C)c1ccccc1 (centres undefined) | -13 | 6 | 24 | -6 | -4
11 | N#Cc1ccccc1OCC(=O)N(C1CCCCC1)C1CCS(=O)(=O)C1 (centres undefined) | 4 | -6 | / | 0 | 0
12 | CCOc1ccc(NC(=O)Cn2cncc2-c2ccc([N+](=O)[O-])cc2)cc1 | -12 | -3 | 24 | -17 | 3

item | MazF activator | BoNT F protease | SARS 3CLpro inh | Rv3671c protease | BoNT A protease
1 | 1 | 2 | 4 | -9 | 2.0
2 | -17 | 5 | 4 | 0 | 1.8
3 | 5 | 5 | 1 | -1 | 0.2
4 | 1 | 6 | -3 | 8 | 0.0
5 | 1 | -1 | 1 | -28 | 4.1
6 | -6 | -6 | -3 | 3 | -0.8
7 | 11 | -4 | 6 | -14 | 0.3
8 | 14 | -1 | 1 | 4 | 1.2
9 | 8 | 4 | -1 | 9 | 4.6
10 | 7 | -4 | -3 | -3 | 0.1
11 | -4 | 2 | / | 0 | 3.8
12 | -7 | 0 | 3 | -16 | 0.2

(listing goes on)
item | smiles | PriA SSB inh | CCHFV vOTU inh | VHR inh abs | PrPC surface inh | Anthrax LF inh2
13 | CCN(CC)CCN(CC(=O)N(C1CCCCC1)C1CCCCC1)C(=O)c1ccco1 | -10 | -4 | 36 | -17 | 1
14 | OCCN(CCO)Cc1ccc(Br)cc1 | -5 | 6 | 19 | -2 | -6
15 | Nc1nc2ccc(-c3nc4ccccc4o3)cc2s1 | -29 | -145 | -9 | 10 | -7
16 | CSc1ccc(S(=O)(=O)N2CCC(C(=O)NC3CC3)CC2)cc1 | 3 | 5 | 36 | 1 | -2
17 | CCCSc1nnc2c(n1)OC(c1cccn1C)N(C(C)=O)c1ccccc1-2 (centres undefined) | -10 | 0 | 26 | -8 | 1
18 | O=C(NC(=S)Nc1ccc(C(F)(F)F)cc1)c1csnn1 | -17 | 7 | 7 | -4 | 0
19 | CC1CCN(C(NC(=O)c2ccco2)C(=O)c2ccccc2)CC1 (centres undefined) | -3 | -7 | 35 | -3 | 4
20 | CCN1CCCC1CNC(=O)CSc1cc(=O)n(CC)c2ccccc12 (centres undefined) | 13 | -10 | 23 | 0 | 3
21 | COC(=O)/C=C/c1ccccc1S(=O)(=O)N(Cc1ccccc1)Cc1ccco1 | -15 | -3 | 18 | 4 | -3
22 | Cn1nc(-c2ccc(Cl)cc2)c2cc(C(=O)N3CCN(c4ccccn4)CC3)sc21 | -18 | / | 6 | / | 2
23 | COc1ccc(C(=O)C2CCCN(Cc3ccc(NC(C)=O)cc3)C2)cc1OC (centres undefined) | 9 | -8 | 11 | -9 | -4
24 | COC(=O)C1=C(c2cccc(C#N)c2)C[C@@H]2CC[C@H]1N2C(=O)NCC1CC1 | -4 | 12 | / | 4 | -2

item | MazF activator | BoNT F protease | SARS 3CLpro inh | Rv3671c protease | BoNT A protease
13 | 12 | 0 | 4 | 6 | -0.3
14 | 12 | -3 | 0 | 9 | 0.1
15 | 5 | -2 | 2 | -3 | -0.6
16 | 7 | 11 | -3 | 3 | 1.0
17 | -6 | -1 | -3 | -7 | -1.0
18 | -2 | 2 | 7 | 6 | -0.4
19 | 9 | 4 | 5 | -2 | -0.4
20 | 1 | -1 | -5 | -4 | -0.3
21 | -2 | 2 | / | -10 | -0.4
22 | -3 | 3 | -5 | 1 | -0.2
23 | 3 | 10 | -9 | 6 | -1.6
24 | 11 | -3 | / | 4 | 0.2

Continued:
item | smiles | PriA SSB inh | CCHFV vOTU inh | VHR inh abs | PrPC surface inh | Anthrax LF inh2
25 | CCOC(=O)c1oc2cc(O)ccc2c(=O)c1-c1ccccc1OC | -4 | -10 | 3 | 1 | -1
26 | CC(=O)NNC(=O)c1[nH]c2ccc(Br)cc2c1-c1ccccc1 | -10 | 1 | -2 | 10 | -14
27 | Cc1noc(C)c1COc1ccc(C(=O)Nc2ccccn2)cc1 | -4 | -3 | 27 | 5 | 0
28 | O=C(Nn1cnnc1)c1cc(Br)ccc1Cl | -14 | -7 | -10 | 8 | -13
29 | O=C(CSc1nc(-c2ccc(F)cc2)nc2c1Cc1ccccc1O2)Nc1cccc(C(=O)O)c1 | -12 | 9 | 96 | -1 | -3
30 | CC1CCN(Cc2nnnn2CCCC(=O)NCC(C)(C)N2CCOCC2)CC1 | -1 | -3 | 15 | 1 | -3
31 | O=[N+]([O-])c1ccc2c(c1)N([O-])C1(CCCCC1)[N+]2=O | 19 | 11 | -4 | -20 | /
32 | O=C1Oc2ccccc2C(=O)/C1=C\N1CCN(c2ccccc2)CC1 | -3 | 6 | 5 | 1 | 2
33 | CCOc1ccc(S(=O)(=O)/N=C(/Nc2ccc(OC)cc2)c2ccccc2)cc1 | / | 24 | 19 | 0 | -1
34 | O=C(Nc1ccc(Cl)cc1F)c1cccc2ccccc12 | -15 | -6 | -10 | -2 | -1
35 | C=CCc1cccc(/C=N/n2cnnc2)c1O | / | 9 | -8 | -4 | -5
36 | CCCCC(NC(C)=O)c1nc2ccccc2n1CCCC (centres undefined) | 1 | 8 | 30 | 3 | -2

item | MazF activator | BoNT F protease | SARS 3CLpro inh | Rv3671c protease | BoNT A protease
25 | 9 | 10 | -2 | 0 | 0.0
26 | 5 | -9 | 3 | / | -0.8
27 | 0 | -2 | -5 | -5 | -2.0
28 | 8 | ? | 0 | -2 | -1.8
29 | -3 | 8 | -3 | / | 0.8
30 | -4 | -1 | -3 | 0 | 1.4
31 | 5 | / | 0 | / | /
32 | -5 | -2 | 4 | 5 | -0.8
33 | 4 | 9 | -2 | 3 | 1.6
34 | 11 | -8 | -3 | -9 | 2.7
35 | -34 | -20 | 1 | 3 | -11
36 | 3 | -15 | 3 | 7 | 0.5

Following part.
item | smiles | PriA SSB inh | CCHFV vOTU inh | VHR inh abs | PrPC surface inh | Anthrax LF inh2
37 | CCOc1ccc(N2C(=O)NC(=O)/C(=C\c3ccccc3[N+](=O)[O-])C2=O)cc1 | -1 | -12 | 17 | 1 | -5
38 | CS(=O)(=O)N1CCN(c2ccc([N+](=O)[O-])c3cccnc23)CC1 | -9 | 12 | 5 | -45 | -1
39 | CC(=O)COc1ccc2c3c(c(=O)oc2c1C)CCCCC3 | -1 | -60 | 15 | 8 | 2
40 | COc1cccc(CN2CCC2(C)C(=O)NCc2cccc(C(F)(F)F)c2)c1OC (centres undefined) | / | 12 | / | 6 | -6
41 | CN(Cc1ccccc1)c1ncnc2[nH]ncc12 | -9 | 9 | / | -1 | 7
42 | CCCOc1ccc(C(=O)O/N=C(\CC)c2ccc(C)cc2)cc1 | / | 20 | -10 | -5 | 0
43 | Cc1ccc(CNS(=O)(=O)c2ccc3c(c2)CCN3C(=O)C2CCC2)cc1 | -26 | 14 | 8 | -4 | -1
44 | COC(=O)C(CO)NC(=O)C1CCCN1C(=O)CNC(=O)OCc1ccccc1 (centres undefined) | -11 | 5 | / | 1 | 3
45 | CCc1ccc(NC(=S)NC2CC3CCCC(C2)N3Cc2ccccc2)cc1 (centres undefined) | 16 | 4 | 26 | -3 | 7
46 | CCOC(=O)C1(Cc2ccccc2C)CCCN(C(=O)c2sccc2C)C1 (centres undefined) | 1 | 6 | 10 | 4 | 1
47 | COc1cc(-c2n[nH]c(=O)o2)cc(OC)c1OC | -3 | 2 | 4 | -5 | 2
48 | COc1cc(CNc2ncc(-c3ccc(Br)cc3)n2C)cc(OC)c1O | 22 | 4 | 19 | 9 | -3

item | MazF activator | BoNT F protease | SARS 3CLpro inh | Rv3671c protease | BoNT A protease
37 | -2 | 1 | -3 | 13 | -0.1
38 | 8 | -5 | 3 | -10 | 0.6
39 | -5 | 2 | -2 | 9 | 1.3
40 | / | -5 | / | / | -0.5
41 | -3 | -5 | / | / | 0.0
42 | -1 | -4 | -2 | -20 | 0.7
43 | 4 | -3 | 5 | -9 | 0.0
44 | 4 | -17 | 8 | 0 | 0.0
45 | 11 | -7 | -3 | 0 | -1.8
46 | -6 | 6 | 5 | -4 | -0.7
47 | 2 | 12 | -2 | 0 | 0.3
48 | 8 | ? | 1 | 10 | -3.3

Of the compounds above, 2 have two or more sulfur atoms:
item | smiles | PriA SSB inh | CCHFV vOTU inh | VHR inh abs | PrPC surface inh | Anthrax LF inh2
16 | CSc1ccc(S(=O)(=O)N2CCC(C(=O)NC3CC3)CC2)cc1 | 3 | 5 | 36 | 1 | -2
18 | O=C(NC(=S)Nc1ccc(C(F)(F)F)cc1)c1csnn1 | -17 | 7 | 7 | -4 | 0

item | MazF activator | BoNT F protease | SARS 3CLpro inh | Rv3671c protease | BoNT A protease
16 | 7 | 11 | -3 | 3 | 1.0
18 | -2 | 2 | 7 | 6 | -0.4

The main list resumes, repeating the two entries before the break.
item | smiles | PriA SSB inh | CCHFV vOTU inh | VHR inh abs | PrPC surface inh | Anthrax LF inh2
47 | COc1cc(-c2n[nH]c(=O)o2)cc(OC)c1OC | -3 | 2 | 4 | -5 | 2
48 | COc1cc(CNc2ncc(-c3ccc(Br)cc3)n2C)cc(OC)c1O | 22 | 4 | 19 | 9 | -3
49 | O=C(C1CCN(C2CCN(Cc3cccc4c3OCO4)CC2)CC1)N1CCOCC1 | -2 | -14 | -23 | -14 | -3
50 | O=C(OCC(=O)N(CCc1ccccc1)Cc1ccccc1)c1ccccc1[N+](=O)[O-] | -11 | 10 | / | -1 | 3
51 | CCN1CCN(c2sc(S(C)(=O)=O)nc2S(=O)(=O)c2ccc(Cl)cc2)CC1 | 3 | / | 15 | / | 0
52 | COc1ccc(F)cc1C(=O)C1CCCN(C(=O)c2ocnc2C)C1 (centres undefined) | -21 | -9 | -1 | 9 | -8
53 | CCOc1ccc(C2NC(=O)C(C#N)=C(S)N2c2ccc(OC)cc2)cc1OC (centres undefined) | -4 | 9 | 24 | 7 | -1
54 | C/C(=N/N1CCN(Cc2ccccc2)CC1)c1ccc(Br)cc1 | / | -6 | 14 | 3 | -22
55 | O=[N+]([O-])c1ccc(Cl)c(NC2=NCCCCC2)c1 | -7 | 1 | 16 | -10 | 1
56 | CCCCOC(=O)Nc1ccccc1C(=O)N1CCCC1 | 0 | -9 | -3 | -5 | 2
57 | Cc1cccn2c(=S)[nH]nc12 | -3 | -14 | / | 1 | 0

item | MazF activator | BoNT F protease | SARS 3CLpro inh | Rv3671c protease | BoNT A protease
47 | 2 | 12 | -2 | 0 | 0.3
48 | 8 | ? | 1 | 10 | -3.3
49 | -4 | -3 | -1 | 4 | 0.2
50 | 0 | 13 | / | 1 | 2.0
51 | 11 | 4 | -3 | -17 | 0.7
52 | 9 | -10 | -2 | 6 | -0.6
53 | 4 | -4 | 6 | 5 | 0.3
54 | 0 | ? | 4 | / | -1.8
55 | 5 | -8 | 0 | -1 | -0.9
56 | 1 | -10 | -1 | 3 | -0.7
57 | 8 | -2 | / | / | 0.3

Source: PubChem BioAssay (several laboratories)

Only part of the results is shown; rates above refer to the full screens.
